Bioassay records (PubChem BioAssay)
TAAR1 antagonist = antagonists of human TAAR1. Q96RJ0. hit rate 1.5% among 360,000. inhibition, % at 3 µM. CHO RD-HGA16 TAAR1, Fluo-8 calcium fluorescence, antagonist;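 active = inhibition above a per-plate cutoff, the mean inhibition of test compounds on that plate plus 3 SD, cut at about 49% in these data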;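 also: 0% = DMSO plus EC80 beta-PEA response and 100% = DMSO alone without agonist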
Target sequence (Q96RJ0 whole entry, looked up): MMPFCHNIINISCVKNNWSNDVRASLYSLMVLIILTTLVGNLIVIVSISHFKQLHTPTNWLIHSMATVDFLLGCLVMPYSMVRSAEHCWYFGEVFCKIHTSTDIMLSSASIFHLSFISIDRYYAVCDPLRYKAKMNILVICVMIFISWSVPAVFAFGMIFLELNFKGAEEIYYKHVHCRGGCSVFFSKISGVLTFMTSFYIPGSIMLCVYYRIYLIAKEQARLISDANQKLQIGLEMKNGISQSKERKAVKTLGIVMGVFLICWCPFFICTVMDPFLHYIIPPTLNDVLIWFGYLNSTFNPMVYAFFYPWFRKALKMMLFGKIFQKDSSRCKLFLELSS
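Assay system: CHO-derived RD-HGA16 cells stably expressing human TAAR1 plus Gα16. Timing: 140 s kinetic read after compound, 140 s after agonist. Technique: kinetic Fluo-8 calcium fluorescence measurement. Measure: % inhibition of agonist calcium response.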
M1 ag = agonists of human M1 muscarinic receptor | P11229 | CHO-K1 hM1, Fluo-8 calcium fluorescence, agonist mode; 0% DMSO, 100% acetylcholine EC100 | activation, % at 3 µM | hit rate 0.33% among 360,000 | AID 588814;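 active = activation above the run's mean compound activation plus 3 SD, cut at about 16% in these data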;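 also: peak over basal fluorescence ratio within a 140 s kinetic read after compound addition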
M1 antag = human CHRM1 antagonism; P11229; CHO-K1 hM1, Fluo-8 calcium fluorescence, ACh EC80 antagonist; inhibition, % at 3 µM; hit rate 1.3% among 360,000; AID 588852;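 active = percent inhibition above its own plate's cutoff, namely the mean of that plate's compound wells plus 3 SD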;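 also: peak over basal fluorescence ratio during 140 s after agonist addition; 0% = ACh EC80 plus DMSO and 100% = DMSO alone without agonist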
M1 ag parental = M1 agonist counterscreen hit in parental CHO-K1 cells. Fluo-8 calcium fluorescence; scaled to maximal ATP response, vehicle zero. activation, % at 3 µM. hit rate 0.48% among 360,000; in the data active = activation above about 15%;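 also: untransfected CHO-K1 host cells lacking M1 receptor as counterscreen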
OXTR potentiate = potentiates the human oxytocin receptor response. P30559. CHO-OTR cells, Fluo-8 calcium fluorescence, potentiator mode; 0% = oxytocin EC15, 100% = EC100. activation, % at 3 µM. hit rate 0.061% among 320,000;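 active = activation above that plate's cutoff, the mean activation of tested compounds plus 3 SD, cut at about 6.6% in these data, passing the limit was not always enough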;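 also: 100% uses oxytocin at 75 nM as the full agonist control; some results filed as inactive read as strong as hits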
Target sequence (P30559 whole entry, looked up): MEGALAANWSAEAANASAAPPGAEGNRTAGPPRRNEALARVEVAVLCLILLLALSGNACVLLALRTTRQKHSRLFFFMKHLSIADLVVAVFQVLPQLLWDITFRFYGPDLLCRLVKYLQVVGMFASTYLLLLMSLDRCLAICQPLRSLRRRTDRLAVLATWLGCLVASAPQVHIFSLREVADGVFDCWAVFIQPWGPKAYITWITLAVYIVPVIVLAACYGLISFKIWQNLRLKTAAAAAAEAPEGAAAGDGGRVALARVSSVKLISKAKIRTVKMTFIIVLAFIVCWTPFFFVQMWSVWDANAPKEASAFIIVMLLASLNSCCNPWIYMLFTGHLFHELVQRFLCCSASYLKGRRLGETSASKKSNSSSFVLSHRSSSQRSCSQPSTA
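System: human OTR in CHO cells / Also added: sub-maximal oxytocin, roughly EC15 / Control set: EC15 oxytocin low, 75 nM oxytocin high / Schedule: 6 min compound pre-incubation at room temperature, 100 s kinetic read / Compound: single-point 3.0 µM / Replication: singlicate / Technique: Fluo-8 calcium dye fluorescence / Read-out basis: % activation of max/min ratio relative to oxytocin controls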
CHO-K1 Ca PAM = counter-screen for M1 PAMs: effect in parental CHO-K1 cells. ATP EC20, Fluo-8 calcium fluorescence; 0% at ATP EC20, 100% at ATP max. activation, % at 3 µM. hit rate 0.02% among 360,000;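 active = activation above the run cutoff, the mean activation of all test compounds plus 3 SD, cut at about 40% in these data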;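 also: peak over basal fluorescence ratio in a 140 s read after ATP addition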
CHO parental Ca = counter-screen for OX1R antagonists: effect in parental CHO cells; parental CHO-K1, ATP-induced calcium, Fluo-8 fluorescence; inhibition, % at 5.6 µM; hit rate 0.63% among 330,000;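 active = inhibition above that plate's mean sample inhibition plus 3 SD, cut at about 26% in these data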;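 also: 0% = ATP-challenged DMSO wells and 100% = DMSO wells without ATP; some compounds past the cut are filed as inactive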
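Test system: untransfected parental CHO cell line; also added: ATP stimulus; dosing: 5.6 µM, single dose; signal: calcium-sensitive Fluo-8 fluorescence; measure: percent inhibition of ATP-evoked calcium rise, normalized to controls; benchmarks: low control ATP plus DMSO, high control DMSO only; replication: one well per compound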
CHO-K1 Ca antag = counter-screen for M1 antagonists: effect in parental CHO-K1 cells | inhibition, % at 3 µM | AID 602250 | hit rate 0.6% among 360,000 | ATP-induced calcium, Fluo-8 fluorescence;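 active = inhibition above a per-plate cutoff, the plate's mean sample inhibition plus 3 SD, cut at about 24% in these data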;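 also: 0% = DMSO plus EC80 ATP and 100% = DMSO alone without ATP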
TAAR1 agonist = human TAAR1 agonism. CHO RD-HGA16 TAAR1, Fluo-8 calcium fluorescence; vehicle wells 0%, saturating PEA agonist 100%. Q96RJ0. hit rate 0.99% among 360,000. activation, % at 3 µM;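 active = activation above the mean activation of all test compounds in the run plus 3 SD, cut at about 38% in these data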
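System: CHO-derived RD-HGA16 cells with stable Gα16 and human TAAR1. Times: 17-24 h plating, Fluo-8 75 min 37 °C, 30 min RT. Measured by: calcium-sensitive Fluo-8 signal, excitation 470-495, emission 515-575 nm. Read-out basis: % activation relative to PEA EC100 response. Control set: DMSO and PEA EC100. Repeats: no replicates (n 1).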
Active calls of the source: *; nt = not tested or not shown. Rows are unselected; about 4.2% have a hit in one of these screens.

SMILES	TAAR1 antagonist	M1 ag	M1 antag	M1 ag parental	OXTR potentiate	CHO-K1 Ca PAM	CHO parental Ca	CHO-K1 Ca antag	TAAR1 agonist
CCc1cc(C(=O)O)c(NC(=O)/C=C/c2ccc(OC)cc2)s1	-15	-4	-8	-0.4	-1	-1	-6	-5	-1
CCc1nnc(NC(=O)CSc2ncc(-c3ccccc3)[nH]2)s1	nt	-3	8	0.0	-9	-14	-22	9	nt
COc1ccc(S(=O)(=O)NCCOc2cccc3cccnc23)cc1OC	-15	-9	-4	1.4	nt	20	nt	-2	6
CCCCn1c(N)c(Sc2ccc(C)cc2)c(=O)[nH]c1=O	11	-2	-6	0.0	-3	15	-20	0	13
Cc1c(Cl)cccc1NC(=O)CN1CCC(NC(=O)C2CCCCC2)CC1	1	-2	-3	0.1	2	6	-3	-9	-3
O=Cc1c(Sc2ccccc2)nc2ccccn2c1=O	3	-5	1	0.5	-19	10	18	-24	9
Cc1nn(C)cc1S(=O)(=O)NC1CCCC1	-6	-5	-5	0.5	-17	11	-3	-2	9
CCOc1ccc(C(=O)OC2CCCN(C)C2)cc1 (stereo not drawn)	-7	-4	-7	0.2	0	11	-3	0	3
CCN(CC)c1ccc2c(C)c(-c3ccc(N)cc3)c(=O)oc2c1	-7	-5	-7	-0.3	-11	19	-6	-3	6
CC1(C)c2[nH]c3ccccc3c2C[C@@H]2C(=O)N(Cc3ccc(F)cc3)C(=O)N21	67*	-4	19	3.2	-6	6	-19	-6	23
CC1CCCCN1C(=O)c1cc(-c2ccc3c(c2)OCO3)on1 (stereo not drawn)	-13	4	0	0.9	-2	-15	8	-4	4
CCC(CO)Nc1ncc([N+](=O)[O-])cc1C#N (stereo not drawn)	-7	-6	-6	0.6	-9	9	-3	-10	3
CNC(=O)CSc1nnc(-c2ccc3c(c2)OCO3)n1C	10	-3	-8	1.2	-5	18	-3	-12	5
CC(C)(C)NC(=O)NC(=O)COC(=O)c1cccc(F)c1	13	-8	-11	-0.2	-2	16	0	-12	-2
CCCCn1c(N)c(N(CCOC)C(=O)c2cc(-c3ccncc3)nc3ccccc23)c(=O)[nH]c1=O	-5	-1	11	0.1	1	-5	7	11	0
CCOCCCNC(=O)c1c(-c2ccccc2)noc1C	-16	0	-19	0.0	-14	-1	-15	-2	5
Cc1ccc(-c2ccc(/C=N/NC(=O)CN3CCCC3)o2)cc1Cl	-11	-1	-1	-0.4	-21	8	-22	-11	17
CC(C)C(NC(=O)CNC(=O)OC(C)(C)C)C(=O)NCc1ccccc1 (stereo not drawn)	4	-2	-9	0.3	-5	7	-9	-2	1
O=C(CNC(=O)c1ccc(S(=O)(=O)N2CCCC2)cc1)N/N=C/c1ccc(F)cc1	6	-10	-3	1.8	0	9	8	-12	29
O=C(Cc1ccccc1)N1CCCC(c2nc(-c3cccs3)no2)C1 (stereo not drawn)	16	-7	-6	1.1	-2	10	-10	-1	8
COc1cc(C=O)c(Br)cc1OC1CCCC1	-12	-3	-30	0.0	-11	8	-3	-1	0
COc1ccccc1NS(=O)(=O)c1cc(NC(=O)Nc2ccc(Cl)cc2Cl)ccc1N1CCCCC1	-13	-3	-8	5.3	0	18	-4	3	-1
CCOC(=O)c1[nH]c(C)c(C(=O)Nc2ccccc2F)c1C	-4	-7	10	-0.4	-1	-13	-11	-24	7
CCc1ccc(C2=NN(C(C)=O)C(c3ccco3)C2)cc1 (stereo not drawn)	-25	-16	-2	-0.9	-13	5	-17	-14	-2
COc1cc(C(=O)NC2CC2)cc(OC)c1OC	-39	nt	nt	1.6	nt	15	nt	-9	0
NC(=O)CSc1nnnn1-c1cccc(Cl)c1	-4	-7	-12	0.7	3	26	-9	-13	0
Cn1cc(SCC(=O)NCc2ccc(F)cc2)c2ccccc21	-3	-5	0	0.0	2	3	-22	-6	3
COCCn1nnnc1C(c1cc2ccc(OC)cc2[nH]c1=O)N1CCc2ccccc2C1 (stereo not drawn)	-2	-8	-24	0.3	-4	16	-4	-16	6
Nc1nc(=S)c2ncn(C3CCCC3)c2[nH]1	1	-2	-5	1.4	nt	-2	nt	-12	1
CC1(C(=O)NS(=O)(=O)c2ccccc2)CCN1C(=O)Cc1ccc(-c2ccccc2)cc1 (stereo not drawn)	-5	-5	-13	0.5	nt	-4	nt	-3	1
CCOc1c(Cl)cc(CNCc2ccccn2)cc1OC	-18	-3	-11	0.1	5	-20	-12	3	1
Cc1cc(C(C)(C)C)ccc1OCCn1ccnc1	11	-2	-15	1.5	-13	0	-5	1	4
Cc1cc2ncc(S(=O)(=O)c3ccccc3)c(N)n2n1	1	-4	-9	2.0	9	-1	16	-20	-1
O=C(O)CN1C(=O)/C(=C\c2cn(-c3ccccc3)nc2-c2ccccc2)SC1=S	nt	-3	-1	0.4	-6	-5	-17	-10	nt
COc1ccc(-c2oc(/N=C/N3CCCC3)c(C#N)c2-c2ccc(OC)cc2)cc1	-4	-4	-1	-0.5	-13	10	-22	-4	3
N#CCSc1nnc(C2CCCCC2)n1-c1ccccc1	-5	-1	24	-0.1	-8	-3	-17	3	17
O=[N+]([O-])c1cccc(/C=N\N2CCN(c3ccc(Cl)cc3)CC2)c1	-24	-4	-11	-0.3	-12	4	-11	-1	11
COc1ccc(N2CCOCC2)c(NC(=O)c2ccco2)c1	-4	2	0	-0.2	0	-9	-11	8	0
N#Cc1c(N2CCOCC2)nc(N)c2c(N)nc3c(c12)CC(CCl)O3 (stereo not drawn)	-4	-4	-7	1.1	-3	6	-22	-3	-1
C[C@H](NC(=O)C1CCN(S(=O)(=O)c2ccccc2)CC1)C(=O)NCc1ccncc1	-9	-5	-5	0.0	nt	-5	nt	12	2
O=C(Nc1ccc([N+](=O)[O-])cn1)c1ccc2c(c1)OCO2	5	-4	-11	-0.2	-9	-7	1	6	1
COc1cc([N+](=O)[O-])ccc1NC(=O)c1cccc(NC(=O)C(C)C)c1	-9	-7	7	1.5	-7	-14	-10	16	12
COc1ccc(Cc2nnc(NC(=O)c3cc(OC)cc(OC)c3)s2)cc1	-23	11	1	0.0	-10	-18	-20	18	1
Fc1cccc(Cc2noc(CN3CCSCC3)n2)c1	9	-9	-8	1.0	-23	17	-8	-20	6
COc1ccc(/C=C2\SC(=NCc3ccccc3)N(Cc3ccccc3)C2=O)cc1OC	-2	-1	-13	-0.3	-3	14	-14	3	7
Cc1cc(C(=O)Cn2nnc3ccccc3c2=O)c(C)n1Cc1cccs1	-22	4	0	-0.4	-3	-2	-11	5	8
COc1ccc(CCNC(=O)c2cnc3scc(C)n3c2=O)cc1OC	7	0	-5	4.5	-7	11	-10	2	0
Cc1ccc(-c2[nH][nH]c(=O)c(=O)c2N=Nc2ccccc2)cc1	-25	-2	-3	0.1	-2	16	-4	-14	0

Ordered by SMILES length (falling): three of the compounds above.
SMILES	TAAR1 antagonist	M1 ag	M1 antag	M1 ag parental	OXTR potentiate	CHO-K1 Ca PAM	CHO parental Ca	CHO-K1 Ca antag	TAAR1 agonist
COc1ccc(/C=C2\SC(=NCc3ccccc3)N(Cc3ccccc3)C2=O)cc1OC	-2	-1	-13	-0.3	-3	14	-14	3	7
Cc1cc(C(=O)Cn2nnc3ccccc3c2=O)c(C)n1Cc1cccs1	-22	4	0	-0.4	-3	-2	-11	5	8
COc1ccc(CCNC(=O)c2cnc3scc(C)n3c2=O)cc1OC	7	0	-5	4.5	-7	11	-10	2	0

Continuation:
SMILES	TAAR1 antagonist	M1 ag	M1 antag	M1 ag parental	OXTR potentiate	CHO-K1 Ca PAM	CHO parental Ca	CHO-K1 Ca antag	TAAR1 agonist
O=C1CNC(=S)N1C(CO)c1ccccc1 (stereo not drawn)	13	-7	-17	1.0	3	16	-6	-15	0
CC(C)(C)c1cc(NC(=O)c2ccco2)no1	-26	-2	-6	2.0	-4	31	-10	-9	6
COc1cccc(OCC(O)CN2C(C)CCCC2C)c1 (stereo not drawn)	-14	-6	-1	-0.4	-17	12	-7	-4	4
COc1ccc(N2CC(C(=O)NCc3cccnc3)CC2=O)cc1 (stereo not drawn)	-17	-4	-8	-0.1	-4	6	-9	1	1
O=C(CSc1nc2cc(Cl)c(Cl)cc2[nH]1)c1ccc2c(c1)OCO2	38	-4	-9	-0.1	-1	-9	-20	6	-2
CCOC(=O)c1ccc(NC(=O)N2CCN(S(C)(=O)=O)CC2)cc1	-16	-1	-3	0.5	-3	21	-8	-11	3
CC(C)CCN1NC2(CCCC(C)C2)NC1=S (stereo not drawn)	1	-5	-13	1.1	0	23	-4	-17	4
CCC(=O)C(C#N)(c1ccc(OC)c(OC)c1)C(C)C (stereo not drawn)	10	-2	2	-0.6	-4	9	-20	-1	16
COc1cc(/C=C/CNC[C@H]2O[C@@H](n3cc(C)c(=O)[nH]c3=O)C[C@@H]2O)ccc1O	-1	-1	1	0.3	nt	-1	nt	6	0
CCc1ccc(N(C(C)=O)C2C=CS(=O)(=O)C2)cc1 (stereo not drawn)	-9	-3	-6	0.2	-4	6	4	-4	3
Cc1csc(CN(C)C(=O)CC2C(=O)NCCN2Cc2ccc(-c3ccccc3)cc2)n1 (stereo not drawn)	14	-4	9	7.9	-14	-9	-27	10	15
CCC(c1nnc(SCCNCCO)n1CCN1CCOCC1)N(C)C (stereo not drawn)	2	nt	nt	nt	2	nt	5	nt	8
COc1cccc(-n2nc(C(N)=O)c(O)cc2=O)c1	0	-1	2	0.0	-4	-9	-9	8	7
CCC(C)NC(=O)CCn1c(-c2ccc(F)cc2)cc(C(C)=O)c1C (stereo not drawn)	1	-6	4	-0.4	-13	10	-2	10	8
COc1ccc(NC(=O)CCNS(=O)(=O)c2cccc3nonc23)cc1	12	4	0	0.4	1	-19	-14	0	-2
COc1ccc(S(=O)(=O)NCC(=O)NCc2cc(=O)n(C)c(=O)n2C)cc1F	-11	-2	-2	1.5	-9	5	-13	-20	0
CCc1nnc(NC(=O)CSc2ccc(-c3nc4ccccc4[nH]3)cn2)s1	26	-6	-6	5.8	-13	-1	9	-10	12
COc1cc(NC(=O)CCN2CCN(CCO)CC2)cc(OC)c1	7	-1	-10	1.1	-12	17	-5	-10	-1
O=C(NCCCn1ccnc1)c1nc(Cn2cc(Br)cn2)no1	2	-3	-12	0.2	-1	9	4	-10	0
COc1ccc(C(=O)NNc2cc(C)nc(NNC(=O)c3ccc(OC)cc3)n2)cc1	1	-6	-11	-0.3	-4	19	-18	10	1
O=C(c1ccc(N2CCOCC2)c([N+](=O)[O-])c1)N1CCN(Cc2ccccc2)CC1	-10	-9	-2	2.5	-11	12	-13	-18	9
O=C1C(Cl)=C(NCc2cccnc2)C(=O)c2ccccc21	-4	-12	-11	14	-6	2	-5	-4	1
